Bioassay records as filed in PubChem BioAssay.
AT treatment: potential ataxia-telangiectasia treatments restoring KAP-1 phosphorylation; Potency, µM (top dose mostly 57.5 µM), without a hit: at the top dose activation, usual class: activators; 320,000 compounds, 0.19% hits; […] A-T fibroblasts, KAP-1 phosphorylation AlphaLISA; neocarzinostatin DNA damage 30 min before lysis; note: potency is the fitted concentration of half-maximal effect; % of control where 0% means no effect; nearly all actives have a fitted effect of over 45% in size
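hTERT-immortalized A-T patient fibroblasts ([…]), 500 cells/well in OPTI-MEM, 1% FBS, got compounds for 60 min, then NCS for 30 min at 37C. Lysates were then assayed for phospho-KAP-1 by AlphaLISA (anti-pKAP1 donor, anti-KAP1 acceptor beads), 6 hr at 25C.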
a7 integrin act: activators of alpha7 integrin expression for muscular dystrophy; alpha7betagal myoblasts, beta-gal FDG fluorescence, 48 h; Potency, µM (titrated, usually from 38.3 µM), for the others: top-dose activation, hits mostly activators; 350,000 compounds, 0.064% hits; AID 624291;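 note: potency is the fitted concentration of half-maximal effect; 100% = response of the positive control SU9516; nearly all actives have a fitted effect of over 60% in size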
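alpha7betagal+/- myoblasts (passage 13, 250/well) treated 48 h at 37C with compounds at 1:260 dilution of DMSO stock. Lysed, then beta-galactosidase activity read as FDG fluorescence (ex 480/em 540) after 30 min, with pre-read for autofluorescence.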
PTAP TSG101 blk: blocks PTAP/TSG101 interaction to inhibit HIV-1 budding; Fluorescence polarization, FITC-PTAP peptide / Tsg101 binding; Potency, µM (doses to about 115 µM), without a hit: top-dose activity change, negative = inhibition, usual class: inhibitors; 340,000 tested, under 10 active; active = well fitted inhibition curve with a large enough effect in the main read-out, with a control signal flat, not every such curve was filed as active; inconclusive = small, poorly fitted or top-dose-only effect, or effect the other way, or a change in a side signal; inactive = no such curve, though single readings can be large or run the other way; note: potency is the fitted concentration of half-maximal effect; % of control where 0% means no effect
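FP read-out: FITC-PTAP peptide, 50 nM final, binding Tsg101 binding domain, 10 uM final; 20 min, r.t.; 10 mM HEPES pH 7.5, 0.15 M NaCl, 0.01% Tween 20, 3 mM EDTA, 0.1 mM TCEP.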
TRPV1 agonist: human TRPV1 agonism. Q8NER1. TRPV1-expressing cells, Fluo-8 calcium influx, agonist mode. activation, % at 8.33 µM. 320,000 compounds, 0.19% hits. AID 540275; in the data active = activation above about 80%; inconclusive = between about 30% and that limit; note: 0% is about no effect
Target sequence (Q8NER1 whole entry, looked up): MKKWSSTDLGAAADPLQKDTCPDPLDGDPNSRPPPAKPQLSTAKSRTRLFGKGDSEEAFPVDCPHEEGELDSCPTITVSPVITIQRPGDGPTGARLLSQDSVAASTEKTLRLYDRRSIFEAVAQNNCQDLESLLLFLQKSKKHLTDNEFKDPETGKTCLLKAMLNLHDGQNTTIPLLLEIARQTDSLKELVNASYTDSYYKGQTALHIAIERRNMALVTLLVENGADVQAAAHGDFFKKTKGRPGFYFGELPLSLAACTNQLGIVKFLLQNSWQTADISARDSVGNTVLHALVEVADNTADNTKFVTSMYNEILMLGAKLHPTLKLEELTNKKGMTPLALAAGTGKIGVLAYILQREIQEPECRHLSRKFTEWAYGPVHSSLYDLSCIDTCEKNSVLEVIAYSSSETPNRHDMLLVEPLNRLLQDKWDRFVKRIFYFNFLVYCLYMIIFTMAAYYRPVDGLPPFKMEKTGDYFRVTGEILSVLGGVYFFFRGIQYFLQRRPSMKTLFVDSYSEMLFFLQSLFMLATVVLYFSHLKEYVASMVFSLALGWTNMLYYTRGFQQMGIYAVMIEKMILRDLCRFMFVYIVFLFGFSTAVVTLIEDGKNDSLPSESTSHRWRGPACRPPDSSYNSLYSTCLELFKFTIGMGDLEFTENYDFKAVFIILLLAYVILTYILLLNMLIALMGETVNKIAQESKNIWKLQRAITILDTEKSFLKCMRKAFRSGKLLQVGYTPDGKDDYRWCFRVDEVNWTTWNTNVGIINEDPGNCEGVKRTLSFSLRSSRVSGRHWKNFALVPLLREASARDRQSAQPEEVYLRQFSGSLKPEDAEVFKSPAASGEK
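Cells expressing TRPV1 were dye-loaded with Fluo-8 and read kinetically: 10 s baseline, 3 min after compound (agonist portion), then 2 min after EC20 capsaicin (allosteric enhancer portion). Calcium-bound dye fluorescence at 480/520 nm.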
CXXC DNA block: blocks binding of human MLL CXXC domain to DNA | MLL-CXXC / FITC-HOXA9 DNA fluorescence polarization | 290,000 compounds, 0.037% hits | Potency, µM (top dose mostly 115 µM), for inactives: at the top dose activity change, negative = inhibition, actives largely listed as inhibitors; active = well fitted inhibition curve with a large enough effect in the polarisation, with a control signal flat, not every such curve was filed as active; inconclusive = small, poorly fitted or top-dose-only effect, or effect the other way, or a change in a side signal; inactive = no such curve, though single readings can be large or run the other way; the % refers to the polarisation; note: potency is the fitted concentration of half-maximal effect
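Purified MLL-CXXC (added from a 7 uM solution) was preincubated 5 min at ambient with pinned compounds in 50 mM Tris-HCl pH 7.5, 50 mM NaCl, 1 mM DTT, 0.05% BSA. Fluorescein-labeled HOX-A9 DNA (50 nM solution) followed, 30 min, then polarization read.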
B2AR arrestin: beta2AR (human) beta-arrestin recruitment activity. P07550. beta-arrestin recruitment to beta2AR, cell-based reporter. Potency, µM (series often up to 46.1 µM), without a hit: at the highest dose activation, most hits filed as activators. 330,000 compounds, 0.02% hits. AID 492947;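 note: potency is the fitted concentration of half-maximal effect; 0% = DMSO controls and full agonism = EC100 isoproterenol or metaproterenol; nearly all actives have a fitted effect of over 65% in size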
ELG1 DNA repair: inhibitors of ELG1-dependent DNA repair in HEK293T cells | 330,000 compounds, 2.3% hits | HEK293T ELG1-luciferase reporter, luminescence, 16 h; DNA damage induced by 5-fluorouridine | Potency, µM (series often up to 46.1 µM), without a hit: top-dose activity change, negative = inhibition, usual class: inhibitors; note: potency is the fitted concentration of half-maximal effect; % is set by controls: 0 for no effect and ±100 for the full control effect; nearly all actives have a fitted effect of over 55% in size
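Reporter activity after DNA damage by 5-fluorouridine is monitored. Compound-treated cells incubate 16 hr at 37 °C, then ONE-Glo is added for 30 min before luminescence reading.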
BRCA1 expr up: activators of BRCA1 expression. Potency, µM (titrated, usually from 46.1 µM), for inactives: at the highest dose activation, usual class: activators. 380,000 compounds, 1.1% hits. MCF7-BRCA1-FFLuc reporter, luminescence, 48 h; response scale: scaled: vehicle 0%, 10 µM genistein 100%. AID 624202; note: potency is the fitted concentration of half-maximal effect; nearly all actives have a fitted effect of over 80% in size; some results filed as inactive show a strong effect at the top dose
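MCF7-BRCA1-FFLuc cells, 2000/well in phenol-red-free MEM, attached 2 h then treated 48 h at 37 C. Luciferase luminescence read 15 min after reagent; normalized to genistein maximum activation (10microM) and DMSO, concentration-response fitted.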
p53 reactivator: restores transcriptional activity of mutant p53. 320,000 compounds, 0.063% hits. H1299 p53-A138V BP100-luciferase reporter, luminescence, 24 h. Potency, µM (top dose mostly 92.2 µM), without a hit: at the highest dose activity change, positive = activation, usual class: activators. AID 504706; note: potency is the fitted concentration of half-maximal effect; % of control where 0% means no effect; nearly all actives have a fitted effect of over 45% in size
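p53-null H1299 cells stably carrying temperature-sensitive p53-A138V and a BP100-luciferase reporter were pinned with compounds (4-point, 1:5 series) and held 24 hrs at 37 deg C. Luminescence was read 10 min after detection reagent.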
TCR act: activators of T cell receptors | primary human leukocytes, anti-CD3, IL-2 HTRF, 48 h | Potency, µM (top dose mostly 9.22 µM), for the others: at the top dose activation of IL-2 secretion, actives largely listed as activators | 330,000 tested, under 10 active | AID 504894; note: % of control where 0% means no effect
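Primary human leukocytes incubated 48 hr with anti-CD3 beads plus compound, without co-stimulation. Secreted IL-2 measured by HTRF (europium cryptate/d2 anti-IL-2 pair, 320 nm excitation, 665 nm emission).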
* marks the source's active call; other numbers are inactive results; ? = inconclusive; . = no result given; [ ] = remark or other dose. Unless noted, calls come from the whole dose curve; as a rule, active = well fitted curve in the direction sought with a large enough effect; inconclusive = small, poorly fitted or top-dose-only effect, or another doubt; inactive = no such curve, though single readings can be large; an effect the other way counts as inactive or inconclusive.

SMILES	AT treatment	a7 integrin act	PTAP TSG101 blk	TRPV1 agonist	CXXC DNA block	B2AR arrestin	ELG1 DNA repair	BRCA1 expr up	p53 reactivator	TCR act
CC(Sc1ccc(Cl)cc1)C(=O)Nc1ccccc1C(=O)N1CCOCC1 (centres undefined)	1%	4%	-3%	-2	1%	-1.8%	-1%	7%	-5%	1%
COC(=O)CSc1nnc(-c2ccc(OC)c(OC)c2)o1	-5%	-16%	-6%	0	3%	-0.2%	-15%	-16%	8%	4%
CC(Sc1ncn[nH]1)C(=O)Nc1cc(C(F)(F)F)ccc1Cl (centres undefined)	11%	?	0%	3	.	0.3%	8%	2%	10%	13%
Cc1ccccc1C(=O)N[C@H](C(=O)OCC(=O)c1ccc[nH]1)C(C)C	3%	11%	-5%	-2	9%	-0.4%	?	-7%	10%	6%[46.1 µM]
O=C(Nc1ccc(-c2ccccc2)cc1)c1ccccc1	-3%	11%	-2%	1	0%	-0.6%	0%	-12%	.	-4%
COc1cc(C(=O)NCc2nnc(SCC(=O)Nc3cccc(C)c3)o2)cc(OC)c1OC	10%	8%	2%	-2	-11%	0.3%	-21%	0%	1%	-1%
O=C(OCCOc1ccc(Br)cc1)c1cnccn1	3%	-22%	-6%	1	5%	-0.1%	9%	15%	7%	-8%
CCOCCOC(=O)COc1ccc2c(-c3ccccc3)cc(=O)oc2c1	2%	14%	-1%	19	-8%	-0.3%	8%	2%	-1%	0%[46.1 µM]
Cc1cccc(N2CCN(C(c3ccc(N(C)C)cc3)c3nnnn3C(C)(C)C)CC2)c1C (centres undefined)	-3%	20%	-1%	16	10%	-0.7%	1%	-16%	-6%	6%[46.1 µM]
NC(=O)c1sc2nc3c(c(-c4ccccc4)c2c1N)CCC3	5%	?	-3%	1	-5%	0.0%	4.1µM*	-6%	-26%	0%[46.1 µM]
Cc1ccc2nc3c(cc2c1)c(NC(=O)C1CCCO1)nn3CC(C)C (centres undefined)	?	19%	-2%	2	-7%	0.4%	?	30%	-1%	2%
COc1ccc(-c2nc(=S)[nH][nH]2)cc1	-2%	3%	0%	0	-2%	-0.9%	22%	4%	9%	-8%
COc1ccc(S(=O)(=O)N2CCCC2C(=O)Nc2nc3c(s2)CCCC3)cc1 (centres undefined)	2%	-10%	0%	2	6%	-0.2%	?	-17%	1%	-7%
Cn1nc(-c2ccc(NCCO)c([N+](=O)[O-])c2)c2ccccc2c1=O	-2%	25%	-10%	-2	5%	-0.2%	12%	-13%	-4%	.
COc1ccc(OC)c(S(=O)(=O)N2CCCC(C(=O)NCc3ccncc3)C2)c1 (centres undefined)	-4%	13%	0%	0	5%	0.0%	-3%	-5%	10%	-3%
CS(=O)(=O)NCCNc1ncc(C(F)(F)F)cc1Cl	1%	10%	0%	-1	-3%	-0.3%	17%	4%	9%	5%
CCN(c1ccccc1)S(=O)(=O)c1cc2c(cc1C)n(C)c(=O)c(=O)n2C	4%	21%	0%	-1	.	0.0%	?	0%	5%	6%
O=C(CCCC(=O)OCC(=O)c1ccc(Cl)cc1)NC1CCCCC1	4%	-2%	-1%	3	10%	0.2%	8%	-8%	20%	3%
CCN(CC)S(=O)(=O)c1ccc(OCC(=O)NC2CCS(=O)(=O)C2)c([N+](=O)[O-])c1 (centres undefined)	13%	?	-5%	-1	8%	-0.2%	0%	0%	0%	-4%
CCN1C(=O)C(=O)N(CC(=O)Nc2cc(C)ccc2C)C1=O	-10%	17%	-3%	-8	.	-0.2%	7%	2%	-2%	-5%
COc1ccc(-c2cc(C(=O)NN)[nH]n2)cc1	-20%	?	-4%	-5	5%	0.1%	?	45%	?	5%[46.1 µM]
COc1ccc(CCNC(=O)CSc2n[nH]c(N)n2)cc1	-3%	-4%	-4%	-1	13%	-0.5%	14%	7%	-2%	1%
CC(C)(CO)N=Cc1c(O)[nH]c2ccccc12	0%	6%	-3%	-5	12%	0.3%	-4%	-2%	-5%	.
COc1cc(C(=O)OCn2nnc3ccccc3c2=O)cc(OC)c1OC	3%	19%	-2%	2	26%	0.0%	-29%	-35%	2%	-2%
COC(=O)CSc1nnc(CNS(=O)(=O)c2ccc(C)cc2)n1C	4%	11%	-2%	-2	-7%	0.3%	0%	-13%	-1%	-9%
CC(C)CCN1CC(C(=O)NCc2ccccc2)CC1=O (centres undefined)	-6%	-10%	-5%	1	-3%	-0.7%	?	-1%	13%	0%
COc1ccccc1CNC(=O)N1CCN(c2ccccc2Cl)CC1	-3%	20%	-1%	20	9%	-0.1%	-8%	18%	2%	3%
O=C(CSc1nnc(-c2ccccc2F)n1C1CC1)Nc1ccc2[nH]c(=O)[nH]c2c1	4%	5%	-2%	3	16%	-0.7%	4%	5%	5%	-4%
COCCn1c(Cc2cccn2C)nnc1SCC(=O)NCc1ccc2c(c1)OCO2	-2%	0%	2%	2	0%	0.0%	9%	-5%	1%	1%
C=CCn1c(SCC(=O)c2ccc(Cl)cc2)nnc1-c1ccc2c(c1)OCO2	-5%	?	-1%	24	0%	5.1%	-6%	-6%	-6%	3%[46.1 µM]
CS(=O)(=O)c1ccc2nc(NC(=O)Nc3ccc(Cl)c(Cl)c3)sc2c1	.	9%	-2%	-9	16%	0.1%	13%	-20%	2%	0%[46.1 µM]
O=C(Nc1ccccc1-c1nc2ccccc2[nH]1)c1ccc(N2C(=O)CCC2=O)cc1	-3%	10%	9%	3	2%	-0.4%	1.8µM*	-19%	-11%	-7%
CC(C)C[C@@H]1NC(=O)N(CCCn2ccnc2)C1=O	1%	-5%	-3%	1	9%	-0.6%	-4%	2%	1%	-1%
COc1cccc2sc(N(CCCN(C)C)C(=O)CCS(=O)(=O)c3ccccc3)nc12	-4%	-80%[inhibitor]	-6%	-2	8%	-1.0%	-12%	-84%	-30%[inhibitor]	-4%
CC1(C)CNC(=O)c2sc(NC(=O)CN3CCOCC3)nc2C1	3%	24%	-3%	2	10%	0.0%	-10%	6%	-5%	-2%
CCOC(=O)C1CCN(c2c(Nc3ccc4c(c3)OCCO4)c(=O)c2=O)CC1	3%	5%	-2%	-1	0%	0.3%	?	71%	?	-1%[46.1 µM]
CCCCC1(C)OC(=O)C(=Cc2c[nH]c3ccccc23)C(=O)O1 (centres undefined)	-2%	5%	-1%	5	28%	-0.1%	17%	-7%	7%	7%
CC1CCCN(C(C(=O)Nc2ccc3c(c2)OCCO3)c2ccccc2)C1 (centres undefined)	1%	-11%	-1%	-4	-2%	-0.1%	4%	-29%	-3%	-22%
Cc1ccc(NC(=O)CSCC(=O)N(C)CC(=O)Nc2cccc(F)c2)cc1	-8%	20%	2%	-2	.	-0.2%	14%	-3%	2%	2%
CC(C)(C)OC(=O)CN1C(=O)C(Sc2n[nH]c(-c3ccccc3)n2)CCc2ccccc21 (centres undefined)	-4%	-14%	-3%	6	0%	-3.7%	?	-30%	-2%	0%
CN1CCN(/N=C/c2ccc(C#N)cc2)CC1	-2%	12%	0%	1	-1%	0.2%	?	68%	1%	1%
Cc1c(Cl)c(C(=O)NNC(=S)Nc2ccc(F)cc2)nn1C	0%	-31%	1%	3	40%[activator]	-0.1%	28%	61%	4%	-16%

Molecules from the list above that have fluorine (5):
SMILES	AT treatment	a7 integrin act	PTAP TSG101 blk	TRPV1 agonist	CXXC DNA block	B2AR arrestin	ELG1 DNA repair	BRCA1 expr up	p53 reactivator	TCR act
CC(Sc1ncn[nH]1)C(=O)Nc1cc(C(F)(F)F)ccc1Cl (centres undefined)	11%	?	0%	3	.	0.3%	8%	2%	10%	13%
CS(=O)(=O)NCCNc1ncc(C(F)(F)F)cc1Cl	1%	10%	0%	-1	-3%	-0.3%	17%	4%	9%	5%
O=C(CSc1nnc(-c2ccccc2F)n1C1CC1)Nc1ccc2[nH]c(=O)[nH]c2c1	4%	5%	-2%	3	16%	-0.7%	4%	5%	5%	-4%
Cc1ccc(NC(=O)CSCC(=O)N(C)CC(=O)Nc2cccc(F)c2)cc1	-8%	20%	2%	-2	.	-0.2%	14%	-3%	2%	2%
Cc1c(Cl)c(C(=O)NNC(=S)Nc2ccc(F)cc2)nn1C	0%	-31%	1%	3	40%[activator]	-0.1%	28%	61%	4%	-16%
